TLR9-MyD88 block = inhibitors of human TLR9-MyD88 binding. inhibition, % at 4.98 µM. CHO BLA complementation TLR9-MyD88, CCF4 FRET ratio. 0.21% of 340,000 active. AID 504734;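 active means inhibition above the mean over all tested compounds plus 3 SD, cut at about 21% in these data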;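 further: 0% = DMSO only wells and 100% = clavulanate BLA inhibitor control wells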
COUP-TFII inh = inhibitors of human COUP-TFII (NR2F2). P24468. HEK293T NGFI-A luciferase reporter, luminescence. inhibition, % at 8.6 µM. 0.7% of 370,000 active;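 active means inhibition above a per-plate cutoff, mean inhibition of test wells between control levels plus 3 SD, cut at about 38% in these data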;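 further: cells cotransfected with COUP-TFII expression vector driving the NGFI-A reporter; 0% = median of COUP-TF2 test wells and 100% = reporter-only cells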
Target sequence (P24468 whole entry, looked up): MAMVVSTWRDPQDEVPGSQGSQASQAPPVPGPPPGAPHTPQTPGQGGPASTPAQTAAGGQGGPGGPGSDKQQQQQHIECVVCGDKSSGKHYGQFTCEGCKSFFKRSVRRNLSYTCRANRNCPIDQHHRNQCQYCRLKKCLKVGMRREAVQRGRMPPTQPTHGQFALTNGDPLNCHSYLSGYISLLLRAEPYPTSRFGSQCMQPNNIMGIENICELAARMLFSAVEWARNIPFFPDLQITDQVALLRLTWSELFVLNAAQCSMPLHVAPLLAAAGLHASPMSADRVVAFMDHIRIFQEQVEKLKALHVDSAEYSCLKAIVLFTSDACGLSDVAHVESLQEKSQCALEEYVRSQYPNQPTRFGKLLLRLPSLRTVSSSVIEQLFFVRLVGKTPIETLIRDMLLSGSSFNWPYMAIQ
MC4R antag cAMP = human MC4R antagonism in cAMP assay; P32245; MC4R-expressing cells, MTII-stimulated cAMP, LANCE TR-FRET; inhibition, % at 6.5 µM; 0.48% of 360,000 active;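 active means inhibition above its plate's cutoff, the mean of tested wells on that plate plus 3 SD, cut at about 29% in these data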;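 further: 0% = Melanotan II alone and 100% = Melanotan II plus saturating MCL0020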
Target sequence (P32245 whole entry, looked up): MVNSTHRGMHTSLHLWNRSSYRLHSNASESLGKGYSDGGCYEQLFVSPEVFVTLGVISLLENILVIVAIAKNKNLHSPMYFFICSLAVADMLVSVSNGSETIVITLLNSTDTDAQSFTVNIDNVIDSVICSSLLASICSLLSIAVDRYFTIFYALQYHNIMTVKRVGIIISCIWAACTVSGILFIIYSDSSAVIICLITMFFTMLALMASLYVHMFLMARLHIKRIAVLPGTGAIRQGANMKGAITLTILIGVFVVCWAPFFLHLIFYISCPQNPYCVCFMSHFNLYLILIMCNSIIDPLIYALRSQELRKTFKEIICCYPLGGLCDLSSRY
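System: U2OS cells stably expressing human melanocortin 4 receptor (MC4R). Reagent: Melanotan II challenge after compound preincubation. Doses: 6.5 µM. Times: 30-min compound, 1-h challenge, 1-h detection, room temperature. Measured by: TR-FRET with Eu-cAMP and labeled anti-cAMP, 671 nm. Replicates: singlicate.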
NOD2 RIPK2 PPI = NOD2-RIPK2 protein interaction inhibition; CHO BLA complementation NOD2-RIPK2, CCF4 ratio; inhibition, % at 4.98 µM; 0.38% of 360,000 active; AID 624267; O43353; in the data active means inhibition above about 21%;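 further: 0% = vehicle only and 100% = reference blocker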
NCOA3 inh = human NCOA3 inhibition; inhibition, % at 3.6 µM; HEK293 GAL4-SRC3 luciferase reporter, luminescence; 0.17% of 360,000 active; AID 588352; Q9Y6Q9;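 active means inhibition above a per-campaign cutoff, the mean of all compounds plus 3 SD, cut at about 60% in these data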;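 further: 0% = DMSO-treated cells and 100% = gossypol-treated cells at 36 µM; higher means less SRC3-driven luciferase light from the GAL4 reporter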
NR5A2 inv ag = inverse agonists of human LRH-1 (NR5A2); O00482; HEK293T StAR-luciferase reporter, LRH-1 transfected, 24 h; inhibition, % at 3.6 µM; 0.13% of 360,000 active;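 active means inhibition above the mean inhibition of all tested compounds plus 3 SD, cut at about 73% in these data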;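 further: 0% = DMSO wells and 100% = reporter-only cells lacking LRH-1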
EBV LMP1 NFkB = reduces LMP1-driven NF-kappaB luciferase signal | LMP1-induced NF-kappaB luciferase reporter cells, luminescence | inhibition, % at 12.5 µM | 0.69% of 350,000 active | AID 504558; in the data active means inhibition above about 41%;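 further: 0% = neutral control wells and 100% = reference inhibitor control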
MC4R barr agon = agonists of human melanocortin 4 receptor (MC4R) beta-arrestin; P32245; U2OS MC4R beta-arrestin complementation, luminescence; percent of melanotan II response, DMSO zero; activation, % at 8.9 µM; 0.98% of 360,000 active; AID 540308;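 active means activation above a per-plate cutoff, the mean activation of sample wells on that plate plus 3 SD, cut at about 8% in these data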
SRC1 inh = inhibitors of human steroid receptor coactivator 1 (SRC1) | inhibition, % at 3.6 µM | Q15788 | AID 588354 | 0.12% of 360,000 active | HEK293 GAL4-SRC1 luciferase reporter, luminescence;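 active means inhibition above the campaign mean plus 3 SD, with each screening campaign given its own cutoff, cut at about 60% in these data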;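 further: 0% = DMSO treated cells and 100% = gossypol at 36 µM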
SRC2 inh = inhibits human steroid receptor coactivator 2; HEK293 GAL4-SRC2 luciferase reporter, luminescence; inhibition, % at 9 µM; 0.17% of 370,000 active; AID 651957;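 active means inhibition above the mean inhibition of all tested compounds plus 3 SD, set per campaign, cut at about 52% in these data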;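 further: 0% = DMSO treated cells and 100% = cells given Gossypol at 36 µM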
ABHD5-PLIN5 inh = inhibitors of human ABHD5-perilipin-5 interaction | inhibition, % at 4 µM | 0.78% of 360,000 active | Split G. princeps luciferase complementation, luminescence, 4 h | Q00G26+Q8WTS1;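 active means inhibition above the mean inhibition across every tested compound plus 3 SD, cut at about 22% in these data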;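 further: 0% = DMSO only wells and the 100% control is not disclosed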
Numbers without * were called inactive; nt = no result given. An excerpt; count on the stated rates, not on these rows.

item	SMILES	TLR9-MyD88 block	COUP-TFII inh	MC4R antag cAMP	NOD2 RIPK2 PPI	NCOA3 inh	NR5A2 inv ag
1	CSc1nc2ccc(S(=O)(=O)N3CCCC3)cc2s1	4	3	0	-8	7	19
2	Cc1cc(NC(=O)CCC(=O)N(c2ccc(F)cc2)C(C(=O)NC2CCCC2)c2ccncc2)no1 (configuration not stated)	-15	-16	12	-9	-8	-6
3	Cn1c(Cl)c(C(=O)Nc2ccccc2)c2ccccc21	-10	-9	-3	7	-11	-1
4	C=C1N(CCCCCC(=O)O)C(=O)OC12CCCCC2	-3	4	3	2	5	-2
5	CCCCN1CC(=O)N2[C@H]3c4ccc(OC)cc4OC[C@@H]3[C@H](c3ccccc3)[C@]2(C)C1=O	-8	12	8	10	4	-9
6	CCn1nc(NS(=O)(=O)c2ccccc2)c2cc3ccc(C)cc3nc21	-3	3	0	-5	5	-2
7	COC(=O)C1CCN(C(=O)COC(=O)CNS(=O)(=O)c2ccc(SC)c([N+](=O)[O-])c2)CC1	-2	-6	9	-8	2	-2
8	Cc1n[nH]c(C)c1CNCc1c(C(=O)N2CCCCCCC2)nc2ccc(Cl)cn12	0	18	28	-4	-1	9
9	O=c1[nH]c(=S)[nH]c2c1CN(Cc1ccc(F)cc1)CC2	3	-3	2	-2	20	12
10	COc1cnc(-c2ccccc2)nc1Sc1ccccc1	-7	0	-4	-15	-3	7
11	CCOC(=O)c1c(/N=C/C2=C(O)CC(C)(C)CC2=O)sc(C(C)=O)c1C	-9	-11	-20	-9	5	-8
12	CC[C@@H]1C(c2ccccc2)=NN(c2ccc(Br)cc2)[C@H]1C(=O)N1CCOC1=O	-11	1	9	4	-8	11

item	EBV LMP1 NFkB	MC4R barr agon	SRC1 inh	SRC2 inh	ABHD5-PLIN5 inh
1	-4	-1.2	11	-8	-4
2	6	-0.1	-3	-15	5
3	-6	-0.8	-29	-28	8
4	1	-0.8	-7	-1	-4
5	-1	0.2	-6	-5	4
6	-1	-1.1	9	0	-9
7	2	-2.7	-4	-2	-9
8	-5	0.5	-5	-16	-4
9	nt	1.6	-6	-1	-8
10	1	-2.8	-11	-26	-4
11	-6	-1.2	1	17	8
12	-3	0.5	-1	-4	-11

Additional results follow.
item	SMILES	TLR9-MyD88 block	COUP-TFII inh	MC4R antag cAMP	NOD2 RIPK2 PPI	NCOA3 inh	NR5A2 inv ag
13	CC(CC(=O)NCc1ccco1)S(=O)(=O)c1ccc2c(c1)CCN2C(=O)C1CC1 (configuration not stated)	-1	-11	4	-9	6	4
14	Oc1oc(-c2ccccc2Br)nc1C=Nc1ccc(Br)cn1	1	-2	2	-6	2	-10
15	CCc1noc(C)c1C(=O)N1CCCSC1=Nc1ccccc1Cl	-3	6	3	-1	-7	-7
16	CCCc1nc2ccccc2c(=O)n1CC(=O)c1ccc(OC)cc1	3	1	-1	2	-12	3
17	CC1(C)Oc2ccc3ccc(=O)oc3c2/C(=C/Nc2cccc(O)c2)C1=O	nt	0	10	-6	10	-8
18	CCOC(=O)c1cc(-c2ccc(C)cc2)n(CCC(=O)NCCN(C)C)c1C	-1	6	9	4	8	6
19	CC1(C)CC(NC(=O)Nc2ccc([N+](=O)[O-])cc2)CC(C)(C)N1	-2	-3	-2	1	9	4
20	O=C(CCNC(=O)c1ccccc1Cl)NCC1COc2ccccc2O1 (configuration not stated)	11	26	-8	2	-1	8
21	CCCCN(CCCC)C(=O)CSc1nnc(-c2cc(OC)c(OC)c(OC)c2)o1	-9	13	11	2	35	4
22	Cc1ccc(NC(=O)N(CCCN2CCOCC2)Cc2cccnc2)cc1C	-1	-24	4	4	6	9
23	COC(=O)c1ccc(-n2nnnc2SCC(=O)NCc2cccc(C(=O)O)c2)cc1	-10	-10	10	6	17	-13
24	c1coc(-c2nc3nc4ccccc4nc3n2CC2CCCO2)c1 (configuration not stated)	-2	21	19	6	14	-14

item	EBV LMP1 NFkB	MC4R barr agon	SRC1 inh	SRC2 inh	ABHD5-PLIN5 inh
13	1	0.2	-3	-14	5
14	-7	21*	-15	-17	-4
15	5	0.6	-7	9	3
16	9	2.5	-7	-12	-7
17	-8	8.6*	14	-5	-1
18	-10	-0.4	4	6	5
19	8	-2.6	-7	4	3
20	9	-2.0	-5	-1	-5
21	7	0.4	0	-6	-2
22	-2	0.1	1	-18	2
23	3	-0.6	-2	-9	7
24	5	0.7	-1	-12	-7

Looked up by structure from the list above (2):
item	SMILES	TLR9-MyD88 block	COUP-TFII inh	MC4R antag cAMP	NOD2 RIPK2 PPI	NCOA3 inh	NR5A2 inv ag
23	COC(=O)c1ccc(-n2nnnc2SCC(=O)NCc2cccc(C(=O)O)c2)cc1	-10	-10	10	6	17	-13
16	CCCc1nc2ccccc2c(=O)n1CC(=O)c1ccc(OC)cc1	3	1	-1	2	-12	3

item	EBV LMP1 NFkB	MC4R barr agon	SRC1 inh	SRC2 inh	ABHD5-PLIN5 inh
23	3	-0.6	-2	-9	7
16	9	2.5	-7	-12	-7

Next section.
item	SMILES	TLR9-MyD88 block	COUP-TFII inh	MC4R antag cAMP	NOD2 RIPK2 PPI	NCOA3 inh	NR5A2 inv ag
25	CC1(C)COC(=S)N1CCC#N	4	2	7	-8	-3	-29
26	Cc1ccc(C(=O)CSc2ccccc2C(=O)O)cc1	-12	-18	6	-16	-51	-75
27	Cn1c(=O)cc(N2CCc3ccccc32)[nH]c1=O	-2	17	-1	-3	-7	-4
28	COc1ccc(-c2nn(-c3ccccc3)cc2CNC[C@H]2O[C@@H](n3cnc4c(=O)[nH]c(N)nc43)[C@H](O)[C@@H]2O)cc1	nt	0	nt	-6	7	-8
29	COc1cccc(C(=O)C(=O)c2cccc(OC)c2OC)c1OC	6	9	4	1	23	10
30	CCC(C)(C)NC(=O)Cc1ccc(F)cc1	nt	14	5	-2	19	12
31	Cc1ccc(SCC2(O)CCN(C(=O)c3ccc(Cl)cc3)CC2)cc1	13	4	0	1	3	-22
32	Oc1cccc2oc(=S)[nH]c12	-4	5	8	4	-3	-4
33	C=CCN(c1ccc(C(=O)NCCN2CCOCC2)cc1)S(C)(=O)=O	1	13	18	-8	7	-4
34	C#CC(C)(C)NC(=O)c1cnc(-c2ccccc2)nc1-c1ccccc1	-10	9	3	-12	3	-1
35	COc1ccccc1-c1nc2cc(Cl)ccc2c(=O)n1O	-5	-9	-2	-1	8	3
36	O=C(CCCN1C(=O)c2ccccc2C1=O)N1CCc2ccccc2C1	7	2	4	3	1	4

item	EBV LMP1 NFkB	MC4R barr agon	SRC1 inh	SRC2 inh	ABHD5-PLIN5 inh
25	-1	-2.0	-2	-39	-6
26	-1	-0.8	-47	-27	-2
27	0	-1.1	-17	-9	2
28	nt	nt	4	-5	-3
29	4	-2.0	3	6	3
30	-7	-0.2	19	15	-1
31	2	2.0	-8	-10	-1
32	6	-2.7	6	-9	-7
33	3	1.0	-11	-16	-4
34	-6	-0.5	-8	18	3
35	2	0.1	-4	-11	-9
36	3	-2.2	-7	1	-1

Continued.
item	SMILES	TLR9-MyD88 block	COUP-TFII inh	MC4R antag cAMP	NOD2 RIPK2 PPI	NCOA3 inh	NR5A2 inv ag
37	O=C(NCc1ccc(Cl)cc1)NCc1ccc(Cl)cc1	4	10	8	-3	20	7
38	O=S(=O)(NCc1ccccn1)c1ccccc1	-9	6	11	1	19	-5
39	CC1(C(=O)NS(=O)(=O)c2cccs2)CCN1C(=O)C1CCCCC1 (configuration not stated)	nt	-12	0	10	7	10
40	O=c1oc2ccccc2nc1/C=C(O)/C=C\c1ccccc1	2	-5	5	0	-12	10
41	Cc1ccc(S(=O)(=O)N2CCN(S(=O)(=O)c3ccc(C)cc3)C2c2ccccc2)cc1	-2	-10	2	0	-7	6
42	CC1(C)Cc2ccccc2-c2nnc(-c3cccc(O)c3)n21	-5	1	-5	-5	-7	-9
43	COc1ccccc1CCNS(=O)(=O)c1ccc(C(=O)O)n1C	10	3	9	-14	14	5
44	CN1OC(Cn2cc(C#N)c(=O)n(C)c2=O)CC1c1ccccc1 (configuration not stated)	7	-17	-2	-8	15	6
45	CN(C)S(=O)(=O)c1cccc(NC(=O)Cc2ccc(Cl)cc2)c1	-4	16	4	-10	0	-2

item	EBV LMP1 NFkB	MC4R barr agon	SRC1 inh	SRC2 inh	ABHD5-PLIN5 inh
37	-10	2.0	-8	-5	-3
38	2	2.0	-17	-10	-1
39	nt	-1.6	-1	-10	7
40	-14	-1.9	-12	-28	13
41	-1	-1.9	1	-6	2
42	-5	-0.3	-6	-32	-3
43	-1	-2.6	16	-19	3
44	-11	-0.5	-16	4	-5
45	5	0.1	-4	12	1

Of the compounds above, these contain an aryl methoxy group:
item	SMILES	TLR9-MyD88 block	COUP-TFII inh	MC4R antag cAMP	NOD2 RIPK2 PPI	NCOA3 inh	NR5A2 inv ag
5	CCCCN1CC(=O)N2[C@H]3c4ccc(OC)cc4OC[C@@H]3[C@H](c3ccccc3)[C@]2(C)C1=O	-8	12	8	10	4	-9
10	COc1cnc(-c2ccccc2)nc1Sc1ccccc1	-7	0	-4	-15	-3	7
16	CCCc1nc2ccccc2c(=O)n1CC(=O)c1ccc(OC)cc1	3	1	-1	2	-12	3
21	CCCCN(CCCC)C(=O)CSc1nnc(-c2cc(OC)c(OC)c(OC)c2)o1	-9	13	11	2	35	4
28	COc1ccc(-c2nn(-c3ccccc3)cc2CNC[C@H]2O[C@@H](n3cnc4c(=O)[nH]c(N)nc43)[C@H](O)[C@@H]2O)cc1	nt	0	nt	-6	7	-8
29	COc1cccc(C(=O)C(=O)c2cccc(OC)c2OC)c1OC	6	9	4	1	23	10
35	COc1ccccc1-c1nc2cc(Cl)ccc2c(=O)n1O	-5	-9	-2	-1	8	3
43	COc1ccccc1CCNS(=O)(=O)c1ccc(C(=O)O)n1C	10	3	9	-14	14	5

item	EBV LMP1 NFkB	MC4R barr agon	SRC1 inh	SRC2 inh	ABHD5-PLIN5 inh
5	-1	0.2	-6	-5	4
10	1	-2.8	-11	-26	-4
16	9	2.5	-7	-12	-7
21	7	0.4	0	-6	-2
28	nt	nt	4	-5	-3
29	4	-2.0	3	6	3
35	2	0.1	-4	-11	-9
43	-1	-2.6	16	-19	3

Screening results deposited in PubChem by several laboratories.
